# High-throughput results (PubChem BioAssay)
# MEKK3 PB1 HTS = modulators (inhibitors or enhancers) of MEK5 binding to human MEKK3 PB1 domain. Q99759. bead-based flow cytometry, Alexa488-MEK5 binding to MEKK3; actives lie on both sides; 0 = blocked by unlabeled MEK5, 100 = vehicle. binding response (% of control), % at 10 µM. 290,000 tested, 1.4% active. AID 1529;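 active = binding response more than 3 SD above or below the average of its plate-row segment, actives on both sides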;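 also: Alexa488 bead fluorescence after subtracting the streptavidin-only scavenger bead signal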
# Target sequence (Q99759 whole entry, looked up, the tested form may be a part): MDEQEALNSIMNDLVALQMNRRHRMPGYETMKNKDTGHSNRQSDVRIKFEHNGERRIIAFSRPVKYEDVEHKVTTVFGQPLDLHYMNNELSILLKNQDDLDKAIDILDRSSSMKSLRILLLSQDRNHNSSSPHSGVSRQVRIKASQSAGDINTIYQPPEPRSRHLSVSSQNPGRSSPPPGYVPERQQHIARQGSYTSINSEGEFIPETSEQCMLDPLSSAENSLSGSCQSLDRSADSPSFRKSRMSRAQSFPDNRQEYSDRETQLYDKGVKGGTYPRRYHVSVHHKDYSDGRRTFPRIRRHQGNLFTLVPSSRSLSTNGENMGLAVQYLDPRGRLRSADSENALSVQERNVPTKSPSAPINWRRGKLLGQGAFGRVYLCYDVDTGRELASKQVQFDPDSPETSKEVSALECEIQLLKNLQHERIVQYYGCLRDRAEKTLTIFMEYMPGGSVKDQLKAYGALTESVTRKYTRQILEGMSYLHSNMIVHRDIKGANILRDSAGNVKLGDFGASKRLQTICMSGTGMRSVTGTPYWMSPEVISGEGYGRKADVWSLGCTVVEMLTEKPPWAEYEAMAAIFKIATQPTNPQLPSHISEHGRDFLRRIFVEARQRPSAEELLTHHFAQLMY
# HCV NS3 hel inh = blocks Hepatitis C virus NS3 helicase unwinding | inhibition, % at 10.9 µM | NS3 helicase DNA unwinding, Cy5 molecular beacon fluorescence | AID 1800 | 290,000 tested, 0.56% active;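 active = inhibition above the mean of all tested compounds plus 3 SD, set per campaign, cut at about 35% in these data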;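 also: 0% = DMSO wells and 100% = thioflavine S control wells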
#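 Compound dosing – single dose, 10.9 µM nominal final, DMSO 0.8% final · System – NS3 helicase fragment of HCV · Buffer or medium – MOPS pH 6.5, MgCl2, DTT, Tween20, BSA · Signal – Cy5 beacon fluorescence read at start and 1 h · Also added – annealed dual-labelled DNA beacon duplex, ATP-started · Schedule – 1 h at 25 °C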
# p-CIP stab down = lowers stability of the mouse p/CIP coactivator protein | decrease of EGFP signal, % at 10 µM | F442A p/CIP-EGFP cells, EGFP fluorescence, 16 h | 290,000 tested, 0.01% active;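 active = EGFP signal decrease of at least 30% at 10 µM or well 3 SD below plate mean, unless failing retest; inactive = the rest, including hits failing retest or dose response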; also: some compounds called inactive have numbers as strong as hits; many of its hits are not listed in these tables
# PHOSPHO1 inh = PHOSPHO1 (human) inhibition; Q8TCT1; recombinant PHOSPHO1, absorbance phosphatase assay; inhibition, % at 13.3 µM; 290,000 tested, 1.1% active; AID 1565; in the data active = inhibition above about 60%
# Target sequence (Q8TCT1 whole entry, looked up): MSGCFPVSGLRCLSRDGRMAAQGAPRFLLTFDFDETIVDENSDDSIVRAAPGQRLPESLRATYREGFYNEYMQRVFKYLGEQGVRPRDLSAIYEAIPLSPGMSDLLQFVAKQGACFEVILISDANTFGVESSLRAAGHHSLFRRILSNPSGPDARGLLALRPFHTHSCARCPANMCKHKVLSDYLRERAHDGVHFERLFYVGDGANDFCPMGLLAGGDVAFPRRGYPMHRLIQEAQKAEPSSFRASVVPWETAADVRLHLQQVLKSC
# IMP-1 inhibitor = blocks Pseudomonas aeruginosa IMP-1 metallo-beta-lactamase; 290,000 tested, 0.45% active; purified IMP-1, nitrocefin hydrolysis, epi-absorbance fluorescence; inhibition, % at 5.6 µM;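 active = inhibition above the mean plus 3 SD of all compounds in the same screening run, cut at about 4.5% in these data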;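 also: 0% = IMP-1 with DMSO and 100% = DMSO wells lacking enzyme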
#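 System – purified recombinant IMP-1 beta-lactamase · Input – IMP-1 dispensed at 0.2 nM · Timing – 15 min preincubation plus 25 min reaction at 25 °C · Signal – Epi-absorbance fluorescence, 480 nm excitation, 530 nm emission · Measure – percent IMP-1 inhibition derived from blank-referenced optical density · Controls – Enzyme-plus-DMSO low control, enzyme-free DMSO high control · Replication – singlicate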
# VIM-2 inh = blocks Pseudomonas aeruginosa VIM-2 metallo-beta-lactamase | inhibition, % at 5.6 µM | purified VIM-2, nitrocefin hydrolysis, epi-absorbance fluorescence | AID 1527 | 290,000 tested, 0.89% active;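 active = inhibition above the mean of all tested compounds plus 3 SD, cutoff set per screening run, cut at about 7.5% in these data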;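 also: red hydrolysis product quenches plate fluorescence so inhibitors raise well fluorescence; 0% = enzyme with DMSO and 100% = DMSO without enzyme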
# IDE cell activ = activators of human insulin-degrading enzyme in cells | activation, % at 5.96 µM | P14735 | HEK cells, FAbeta-B cleavage, fluorescence polarization; 0% vehicle, 100% cell-free pure enzyme wells | 340,000 tested, 0.073% active;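 active = activation above the mean of all tested compounds plus 3 SD, set per screening campaign, cut at about 17% in these data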
# DNA FID counter = counter-screen for HCV NS3 helicase inhibitors: DNA intercalator displacement; DNA fluorescent intercalator displacement, fluorescence; inhibition, % at 7.9 µM; 290,000 tested, 0.17% active; AID 1845; in the data active = inhibition above about 37%;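 also: 0% = vehicle and 100% = reference compound; higher means more ethidium bromide displaced from hairpin DNA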
# UBC9 SUMO inh = inhibitors of human SUMOylation (UBC9); HTRF SUMOylation assay, SAE1/SAE2 + UBC9, in vitro; inhibition, % at 35 µM; 290,000 tested, 0.36% active; AID 2006; P63279; in the data active = inhibition above about 50%, passing the limit was not always enough; also: strong numbers were not always called active
# Target sequence (P63279 whole entry, looked up): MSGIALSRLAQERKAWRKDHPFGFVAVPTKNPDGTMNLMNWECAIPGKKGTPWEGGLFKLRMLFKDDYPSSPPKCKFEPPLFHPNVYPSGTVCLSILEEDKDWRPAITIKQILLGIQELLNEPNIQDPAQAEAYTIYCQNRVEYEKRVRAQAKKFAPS
# * marks the source's active call; other numbers are inactive results; . = no result given; [ ] = remark or other dose. Some of the compounds tested; the hit share may differ from the screen's.
mol	MEKK3 PB1 HTS	HCV NS3 hel inh	p-CIP stab down	PHOSPHO1 inh	IMP-1 inhibitor	VIM-2 inh	IDE cell activ	DNA FID counter	UBC9 SUMO inh
O=C(NC1CCS(=O)(=O)C1)c1cccc(S(=O)(=O)N2CCCC2)c1 (stereo not given)	104	-4	-2	-16	-1.7	-2.9	7	1	-15
CCn1c(/C=C/c2ccccc2)nc2ccccc21	103	-1	-8	26	-2.1	-2.2	-8	-7	11
CCC(C)NC(=O)N1c2ccccc2Sc2ccccc21 (stereo not given)	106	-7	-5	10	-1.5	-1.6	2	-12	-3
O=C1CC2(CCCC2)CC(=O)N1c1ccccc1	100	-3	10	-8	-1.8	1.3	30*	-6	-2
CCN(CC)c1ccc(/C=C(/C#N)C(=O)NCc2ccccc2)o1	112	4	-150	2	-2.6	-6.1	-104	-9	-7
COc1cccc(C(=O)Nc2ccccc2N2CCCC2)c1	96	4	5	-10	-2.3	-0.8	1	-7	-9
Cc1cc(N)ccc1S(C)(=O)=O	110	24	-5	-6	-2.8	-0.6	-1	-11	-16
COC(=O)C(Cc1ccccc1)N1CCS(=O)(=O)CC1 (stereo not given)	101	1	10	41	-4.1	-2.7	3	1	17
COc1ccc(NC(=O)CC2C(=O)N(c3ccc(F)cc3)C(=S)N2NC(=O)c2ccccc2)cc1 (stereo not given)	94	-10	5	-2	-2.2	-4.6	2	-10	-13
COc1ccc2[nH]c(=S)cc(C)c2c1	99	-6	7	43	-0.3	-0.5	-3	-2	-18
Cc1ccccc1-n1nc2c(c1NC(=O)c1ccc(Br)o1)CSC2	99	5	0	14	-3.9	-2.3	9	-6	10
Cc1oc(-c2ccccc2F)nc1CS(=O)CC(=O)NCc1ccccn1 (stereo not given)	104	-7	-10	-2	-2.5	-5.5	3	-24	11
Cc1ccc(-c2cc(C(=O)NC3CCCC3)no2)cc1	100	-2	-14	36	-2.5	1.7	2	-16	9
CCCC(c1nnnn1CC1CCCO1)N1CCN(c2ccccc2)CC1 (stereo not given)	104	7	-1	40	-3.1	-0.9	1	-13	6
O=C(CCC(=O)N(CC(=O)NC1CCCC1)C1CCCC1)Nc1ccccn1	103	-5	0	-28	-2.3	-2.8	2	-16	-6
CC1CN(S(=O)(=O)Cc2ccccc2)CC(C)O1 (stereo not given)	102	3	-2	-23	-1.6	1.7	-1	1	4
Cc1cccc(N2CCN(C(=O)c3ccc(CS(=O)Cc4cccc(Cl)c4)o3)CC2)c1C (stereo not given)	97	10	7	24	1.4	2.5	2	-48	-4
C(=N\n1cnnc1)/c1cn(Cc2ccccc2)c2ccccc12	102	-4	5	17	-1.6	-1.9	1	-20	-7
COc1ccc(-c2c(C)oc3c(CN4CCOCC4)c(O)ccc3c2=O)cc1	105	4	-8	41	-3.8	-3.0	1	-11	29
COc1cc2cc(C(=O)N3CCOCC3)cc(-c3ccc(C)cc3)c2cc1OC	105	-8	2	24	-2.5	1.1	3	-30	-2
O=C(OCC(=O)N1CCc2ccccc21)c1cccc(S(=O)(=O)N2CCCc3ccccc32)c1	100	-5	-2	-15	-2.0	-2.7	1	-2	8
COc1ccc(CN(CC2CCC(C(=O)O)CC2)C(=S)Nc2ccccc2OC)cc1 (stereo not given)	95	5	-5	-13	-2.4	-2.6	-3	-44	10
CCOc1cc(C(=S)N2CCOCC2)ccc1OC(=O)c1cc(OC)c(OC)c(OC)c1	101	-9	-10	.	-0.3	-0.7	2	-29	3
CC(=O)N1CCN(c2ccccc2NC(=O)c2cc3ccccc3o2)CC1	100	6	9	38	1.3	2.5	3	-36	10
CC(=O)Nc1ccccc1NC(=O)COc1cccc2ccccc12	97	-1	-11	20	-2.8	-1.4	5	-16	5
CC1(C)CC(=O)c2sc(NC(=O)c3cccs3)nc2C1	110	-1	-8	10	-5.0	-0.3	5	-7	8
Cc1ccc(C)c(Cn2cnc3c(nnn3-c3ccc(F)cc3)c2=O)c1	104	3	-2	21	-2.4	-1.0	5	-3	9
COc1ccc(S(=O)(=O)N(C)C)cc1NC(=O)CSc1nc(N)cc(N)n1	100	2	-8	46	-1.5	-0.4	-1	-3	13
COC(=O)C1=C(C)NC(C)=C(C(=O)OC)C1c1ccc(NC(C)=O)cc1	104	-3	-1	-2	-1.3	-1.7	5	-3	8
Cc1c(Cl)cccc1NC(=S)N1CCN(Cc2ccc3c(c2)OCO3)CC1	114	-2	-9	-3	-1.8	0.1	6	-3	26

# Complete entries as entered above:
# O=C(OCC(=O)N1CCc2ccccc21)c1cccc(S(=O)(=O)N2CCCc3ccccc32)c1 as listed: MEKK3 PB1 HTS: 100; HCV NS3 hel inh: -5; p-CIP stab down: -2; PHOSPHO1 inh: -15; IMP-1 inhibitor: -2.0; VIM-2 inh: -2.7; IDE cell activ: 1; DNA FID counter: -2; UBC9 SUMO inh: 8
# COC(=O)C(Cc1ccccc1)N1CCS(=O)(=O)CC1 (stereo not given) as listed: MEKK3 PB1 HTS: 101; HCV NS3 hel inh: 1; p-CIP stab down: 10; PHOSPHO1 inh: 41; IMP-1 inhibitor: -4.1; VIM-2 inh: -2.7; IDE cell activ: 3; DNA FID counter: 1; UBC9 SUMO inh: 17

# Next part
mol	MEKK3 PB1 HTS	HCV NS3 hel inh	p-CIP stab down	PHOSPHO1 inh	IMP-1 inhibitor	VIM-2 inh	IDE cell activ	DNA FID counter	UBC9 SUMO inh
COCCn1nnnc1C(c1ccccc1OC)N1CCc2ccccc2C1 (stereo not given)	83	-4	.	.	-3.9	-0.2	1	-19	.
CCC(=O)/C(=C(/O)c1ccccc1)c1nc2ccccc2[nH]1	83	-5	20	-6	-2.6	-2.6	2	-5	-3
Cc1ccc(N2C(=O)SC(N(CC(=O)O)c3cccc(C)c3)C2=O)cc1 (stereo not given)	90	-7	-4	41	-1.6	1.1	4	0	2
Cc1ccccc1C(=O)NNC(=O)CSc1nnc(C)n1-c1ccccc1	64*[inhibitor]	1	-4	6	-4.1	-4.0	7	-6	10
CCCC(=O)Nc1cnc(NC(=O)c2cccc(F)c2)cc1C	95	-6	-12	10	1.5	-3.1	-1	-6	-5
Cn1c(=O)c2[nH]c(N/N=C(/C#N)C(N)=O)nc2n(C)c1=O	102	20	-5	53	-1.4	-1.0	.	-6	-8
Cc1cc(C(=O)CSc2nc3ccc(Cl)cc3[nH]2)c(C)n1CC1CCCO1 (stereo not given)	103	10	-11	100*	-2.1	-1.8	3	-10	3
CCc1nnc(NC(=O)CCC(=O)NCc2ccccc2OC)s1	93	-2	2	37	-3.6	-3.4	2	-4	5
O=C(N/N=C/c1cccc([N+](=O)[O-])c1O)C(O)(c1ccccc1)c1ccccc1	105	36	1	-1	-2.4	-0.6	7	-2	-40
C[C@@H](N)C(=O)NC[C@H]1CC[C@H](C(=O)N[C@@H](Cc2ccccc2)C(=O)O)CC1	101	3	-1	28	-2.0	-3.7	4	-4	2
O=C(O)C12CC3CC(C1)CC(n1ncc(NCc4ccccc4)c(Cl)c1=O)(C3)C2	104	3	-2	-26	-0.4	-1.0	-9	-44	-5
O=C(Nc1ccc(Cl)cc1)/C(=C1\CCCN1)[N+](=O)[O-]	94	-11	-10	16	-3.8	-3.0	5	-1	3
O=C(/C=C/c1cn(-c2ccccc2)nc1-c1cccnc1)N1CCCCC1	88	-21	15	2	-1.3	1.7	-6	-21	-1
O=C(c1ccc(C(F)(F)F)cc1)N1CCC(=O)N(C(COCc2ccc(Cl)cc2)Cc2ccccc2)CC1 (stereo not given)	103	-15	7	-1	-1.9	-2.9	-1	-37	-35
CN(C)Cc1c(C(=O)N/N=C/c2cccc(OCc3ccc(F)cc3)c2)nnn1-c1nonc1N	97	-16	6	31	-3.7	1.2	2	-11	4
Cc1nnc(SCSc2nnc(C)s2)s1	104	-6	5	-6	-1.5	-0.1	-5	5	12
CCN1C(=O)C(O)(CC(=O)c2ccc3c(c2)OCCO3)c2ccccc21 (stereo not given)	98	7	-2	1	-3.7	-3.8	8	-9	-3
O=C(CN1C(=O)C2C3CCC(C3)C2C1=O)OCC(=O)c1ccc(Br)cc1 (stereo not given)	95	5	-22	47	-0.9	-1.2	4	-36	10
CCOC(=O)c1c(-c2ccc(C)cc2)csc1NC(=O)C1CC=CCC1C(=O)O (stereo not given)	.	43*	-12	27	2.0	1.3	0	-7	24
C=CCN1CN(Cc2ccco2)CNC1=S	94	-20	-4	7	-3.0	-1.4	1	2	-4
CCOC(=O)c1oc2ccc3c(c2c1C)C(=O)CC1(CCN(C(=O)OCC)CC1)O3	99	4	-1	13	-1.2	-0.3	5	-2	8
N/C(Cc1ccc([N+](=O)[O-])cc1)=N\OC(=O)c1ccc(Br)o1	92	-6	-13	-7	0.2	-2.1	1	2	3
Cc1cc(N2CCN(C)CC2)nc2ccc(NC(=S)NCCC(C)C)cc12	111	-49	-5	16	-4.2	-0.9	2	16	2
CCCC(=O)NC(Nc1cccc(C(F)(F)F)c1)C(Cl)(Cl)Cl (stereo not given)	102	-9	6	-26	-3.3	-0.4	2	-1	-9
N#CC1=C(N)OC2=C(C(=O)CCC2)C1c1cccs1 (stereo not given)	97	0	-1	14	-1.8	-3.1	1	7	18
CCCC(=O)c1ccc(N2CCN(C(=O)c3ccccc3Br)CC2)c(F)c1	113	1	-26	1	-1.2	-3.8	1	-8	-3
c1ccc(NCc2cccc3ccccc23)nc1	99	-19	10	4	-0.3	1.0	1	14	-3
Cc1cccc(N(C(=O)c2snc(C(N)=O)c2N)C(C(=O)NCC2CCCO2)c2ccc(N(C)C)cc2)c1 (stereo not given)	102	-2	-9	19	-1.3	1.2	2	-15	3
CC(=O)NNC(=O)C(O)(c1ccccc1)c1ccccc1	98	-3	-3	40	-1.6	-3.9	6	-1	26
c1ccc(-n2ncc3c2ncn2nnnc32)cc1	102	0	-29	4	-1.2	-2.0	5	2	5
COc1cc(/C=C/C(=O)OCC(=O)NCCC2=CCCCC2)ccc1O	105	8	1	8	-2.9	-2.5	6	-27	-1
COc1ccccc1N1CCN(c2cc(C)nc3nc(C)nn23)CC1	88	7	-8	-10	-2.8	1.7	2	-15	-19
Cc1cc(C)nc(NC(=O)c2ccc(Cl)cc2Cl)n1	100	0	-1	15	-2.9	-3.2	0	6	3
COc1cccc(NC(=O)C2CCCN2C(=O)Nc2cccc(F)c2)c1 (stereo not given)	104	-22	-15	-1	1.2	1.4	5	2	5
CCSc1nnc(-c2cc(Br)ccc2NC(C)=O)c(=O)[nH]1	101	2	-8	22	-4.7	-2.3	-2	-2	-2
COc1ccc(S(=O)(=O)NCCCn2ccnc2)cc1C(C)(C)C	102	-18	-11	-2	-2.9	-1.4	4	0	7
CCC(=O)N1CCC2(CC1)Oc1ccc(Cl)cc1C(=O)C21CC(c2ccc(Cl)cc2)=NO1 (stereo not given)	102	.	5	44	.	.	4	.	-36
CCCCCCn1c(SCC(=O)c2ccccc2)nc2c1c(=O)[nH]c(=O)n2C	111	-2	4	-6	-3.1	-0.7	3	-1	-1
